KDM5B inhibitor: blocks human KDM5B histone demethylase activity. Q9UGL1. KDM5B demethylase, FDH-coupled NADH fluorescence (FDH is formaldehyde dehydrogenase). Potency, µM (doses to about 57.7 µM), without a hit: at the highest dose activity change, negative = inhibition, hits mostly inhibitors. 2.6% of 220,000 active. AID 1347165; active means well fitted inhibition curve with a large enough effect; inconclusive means small, poorly fitted or top-dose-only effect; inactive means no such curve, though single readings can be large or run the other way; further: 0% is about no effect; nearly all actives have a fitted effect of over 70% in size
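Here, H3K4me3 peptide (12.5 µM in substrate mix) is demethylated by KDM5BΔAP, 200 nM final, after 10 min compound exposure. Formaldehyde product is coupled through FDH (0.25 U/mL in mix) to NADH fluorescence; 30-min ΔRFU feeds dose-response curves.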
Starred values were filed as active, the others as inactive; i = inactive; ? = inconclusive; & = joins results of further samples; [ ] = remark or other dose. Potency means the concentration at half of the fitted maximal effect. Only part of the results is shown (hit frequency here may not be typical).

KDM5B inhibitor | structure
-20.1% | CC1CCCCN1C(=O)CSc1nc(-c2ccccc2)no1 (stereo not given)
27.3% | O=C(CCCN1C(=O)c2ccccc2C1=O)NCCc1ccc(OC(F)F)cc1
? | COc1ccc(OC)c(NC(=O)Cn2ncc3c2-c2ccccc2OC3)c1
-9.2% | O=C(CNC(=O)c1nn(Cc2ccccc2)c(=O)c2ccccc12)Nc1ccc(F)c(F)c1F
-2.0% | COc1ccc(NC(=O)CSc2nnc(-c3ccncc3)n2-n2cccc2)cc1
-6.3%[149 µM] | NCc1ccc(-c2cc(F)cc(F)c2)cc1
22.4µM* | CCN(CC1CCCO1)C(=O)c1ccc2nc(-c3ccc(F)cc3)cn2c1 (stereo not given)
? | COc1ccc2c(=O)n(CC(=O)N(C)Cc3cc(C)no3)ccc2c1OC
-4.5% | COc1cc2nc(SCC(=O)Nc3cccc(C)c3)n3nc(-c4ccccc4)nc3c2cc1OC
? | COc1ccc(C(=O)CC(=O)C(=O)Nc2ccccc2OC)cc1
26.8% | CCCCCCOc1ccc(N2C(=O)CC(NCc3ccc(S(N)(=O)=O)cc3)C2=O)cc1 (stereo not given)
-18.4% | COc1ccc(Cl)cc1-n1cc(-c2ccccc2)nc1SCC(=O)Nc1ccc(C)cc1
-18.2% | Cc1cc2ccccc2n1CC(=O)NCCCC(=O)O
-16.1% | Cc1nnc2c3ccccc3nc(Nc3cccc(O)c3)n12
-1.1% | CN1C(=O)CCC2(CNC(=O)c3ccco3)CCC=C12 (stereo not given)
0.5% | CCCC1c2nccn2CCCN1C(=O)c1cc(C2CC2)[nH]n1 (stereo not given)
-8.7% | COc1cc(-c2c(NC(=O)c3ccco3)oc3ccc(Cl)cc3c2=O)cc(OC)c1OC
? | COCCn1cnc2ccc(-c3ccc(F)cc3OC)nc2c1=O
21.6% | CCN(CC)S(=O)(=O)c1ccc(-c2cc(C(=O)OC)sc2C(F)(F)F)cc1
18.8% | O=C(Nc1ccccc1Oc1ccccc1)c1cccc(CN2CCCC2=O)c1
-15.4% | C/C(=N\Nc1ccc(S(=O)(=O)Nc2ccccc2)cc1[N+](=O)[O-])c1ccncc1
-12.3% | C#CCN(C)C(=O)CC1COc2ccc(C(=O)N3CCOCC3)cc2N1C (stereo not given)
19.1% | Cc1nc2cc(NC(=O)C(C)Oc3ccc(F)cc3)ccc2o1 (stereo not given)
-15.8% | COc1ccccc1N1CCN(C(=O)C[C@@H]2CCNC[C@@H]2Cc2cc(-c3ccccc3)on2)CC1
26.2% | COCCNC(=O)C1CCC(=O)N1C1CCNCC1 (stereo not given)
21.4%[86.2 µM] | CC(=O)N1CCC(N2C[C@@H]3OCC(=O)N(CC(N)=O)[C@@H]3C2)CC1
-50.1% | CCCC(=O)N1c2nc(C(C)C)nn2C2(CCCCC2)[C@@H]2CCCC[C@@H]21
? | C#CCN(C)C(=O)[C@@H](C)C1CC[C@@]2(C)Cc3sc(NCCCC)nc3[C@@H](C)[C@@H]2[C@H]1O (stereo not given in full)
10.1% | O=C(CN1C(=O)CCc2cc(Br)ccc21)NC1CCCc2ccccc21 (stereo not given)
? | c1ccn2c(Nc3ccc4c(c3)OCCO4)c(-c3ccsc3)nc2c1

3 of the entries above in order of their number in KDM5B inhibitor, falling.
KDM5B inhibitor | structure
21.6% | CCN(CC)S(=O)(=O)c1ccc(-c2cc(C(=O)OC)sc2C(F)(F)F)cc1
-8.7% | COc1cc(-c2c(NC(=O)c3ccco3)oc3ccc(Cl)cc3c2=O)cc(OC)c1OC
-16.1% | Cc1nnc2c3ccccc3nc(Nc3cccc(O)c3)n12

Other entries follow:
KDM5B inhibitor | structure
24.5% | CCOc1ccc(C(=O)Nc2nnc(SCC(=O)NCC3CCCO3)s2)cc1 (stereo not given)
16.0% | CCCCc1ccc(NC(=O)N2CCC3(CC2)OCCO3)cc1
12.4% | Cn1cnnc1CC1CCCN(C(=O)c2ccccc2)C1 (stereo not given)
-26.2% | CCc1nn(CC(=O)NCCc2ccc(OC)c(OC)c2)c(=O)c2cc3occc3n12
-11.2%[86.2 µM] | O=C1c2cnc(Cc3ccccc3)nc2OCCN1c1cccc(C(F)(F)F)c1
-0.3% | Cc1cc(Br)ccc1NC(=O)CN(C)C(=O)CCc1ncc(-c2ccccc2F)o1
1.8% | Cc1nnc(NC(=O)c2nc(SCc3ccccc3F)ncc2Cl)s1
2.8% | Cc1ccc(-c2ccc(OC(=O)C3CCC(C)CC3)cc2)cc1 (stereo not given)
19.0% | O=C(C[C@@H]1O[C@H](CNS(=O)(=O)c2ccccc2)[C@@H](O)[C@H]1O)N1CCN(c2ccccc2)CC1
-17.5% | CCN1C(=O)C2(CCN(S(=O)(=O)CC)CC2)c2ccccc21
7.4%[115 µM] | CC(C)NC(=O)N1CC2ON=C(C(=O)NCc3ccc(F)cc3)C2C1 (stereo not given)
-27.8%[86.2 µM] | CNC(=O)[C@@H](c1ccccc1)N1CCC[C@H]1C(=O)N[C@@H](CO)CC(C)C
-21.3% | Cc1ccc(NC(=O)N2CCC(CCNC(=O)c3cccc(C)c3)CC2)cc1
? | CNC(=O)CCn1ncc2cc(OCc3ccccc3-c3ccccc3Cl)ccc21
18.8% | Cc1cc(C)n(-c2ccc(F)cc2CN2CCCC(CO)(Cc3ccccc3)C2)n1 (stereo not given)
14.0%[86.2 µM] | C[C@H]1[C@@H]2[C@H]3OC(=O)[C@@H](C)[C@@H]3CC[C@@]2(C)CC[C@@H]1NC(=O)c1cncnc1
9.3% | CN(Cc1ccccc1)C(=O)C1CCCN(c2cnn(Cc3ccccc3)c(=O)c2)C1 (stereo not given)
35.5µM* | CC(C)c1nc2c(c(-c3ccc(Cl)cc3)n1)CCN(CC1CCCCC1)CC2
? | Cc1nc(-c2ccc(F)cc2)sc1CCNC(=O)c1cccs1
16.2% | COc1ccc(C(=O)NC(Cn2ccnc2)C(C)(C)C)cc1OC1CCN(C(C)C)CC1 (stereo not given)
-0.7% | Cc1cccc(Oc2c(C(F)(F)F)oc3cc(OCC(=O)OCc4ccccc4)ccc3c2=O)c1
? | COc1ccc(-c2ccc3ncc(Nc4ccncc4)n3n2)cn1
-28.1% | Oc1c(C(c2ccccc2)N2CCCC2)sc2nc(-c3ccco3)nn12 (stereo not given)
-10.5% | Cc1ccc(NC(=O)c2sc3ccccc3c2C)cc1
2.8%[149 µM] | Cc1cccc(CN2CCC3(Cc4ccccc4CNC3=O)C2)c1 (stereo not given)
9.3% | O=C(Nc1ccc(OC(F)(F)F)cc1)c1noc2c1CCCC2
0.0% | Cc1cccc(N2CCN(C(=O)c3noc4c3COc3ccc(C)cc3-4)CC2C)c1 (stereo not given)
-5.8% | O=C(c1ccccc1)N1N=C(c2ccc(F)cc2)CC1c1ccc2nccnc2c1 (stereo not given)
14.2% | Cn1nc(C2CCN(C(=O)c3cc(F)ccc3F)CC2)c2c1CCOC2
4.0% | CN1C(=O)N(c2nnc(C(C)(C)C)s2)C(=O)C1c1ccccc1 (stereo not given)

Structures listed so far shown as hits in KDM5B inhibitor:
KDM5B inhibitor | structure
22.4µM* | CCN(CC1CCCO1)C(=O)c1ccc2nc(-c3ccc(F)cc3)cn2c1 (stereo not given)
35.5µM* | CC(C)c1nc2c(c(-c3ccc(Cl)cc3)n1)CCN(CC1CCCCC1)CC2

Part of the list above, set out differently.
Compound,KDM5B inhibitor
Cc1cccc(N2CCN(C(=O)c3noc4c3COc3ccc(C)cc3-4)CC2C)c1 (stereo not given),0.0%
O=C(c1ccccc1)N1N=C(c2ccc(F)cc2)CC1c1ccc2nccnc2c1 (stereo not given),-5.8%

New compounds follow:
KDM5B inhibitor | structure
-0.3% | Cc1ncsc1C(=O)NCc1ccccc1
-11.8% | CCc1noc(-c2ccn3c(CNC(=O)c4ccc(N(CC)CC)cc4)nnc3c2)n1
-12.3% | COc1ccc(CN2CCN(C(=O)[C@H]3CCC[C@@H](O)C3)CC2=O)cc1
9.2% | CCCCn1c(CCC(=O)NCc2ccc(OC)cc2)nc2c1c(=O)[nH]c(=O)n2CCCC
12.7% | Cn1c(=O)c2c(nc(N3CCCCC3)n2CCSc2nnnn2-c2ccccc2)n(C)c1=O
9.3%&-12.7% | CC(C)Oc1ccccc1NC(=O)CSc1nccn1C
13.1% | COc1ccc(CCNC2=CC(=O)CC(C)(C)C2)cc1
24.8% | CCCN(CC1CCOC1)C(=O)Nc1cccc(Cl)c1F (stereo not given)
2.5% | Cc1ccc2nc3sc(C(=O)Nc4ccc(F)cc4)cc3cc2c1
-16.3% | Cc1nc(N2CCN(C(=O)c3ccc(F)cc3Cl)CC2)cc(C(F)(F)F)n1
-3.9% | Cc1cc(C)cc(NC(=O)NCc2c(C)nn(C)c2C)c1
-8.3% | Cn1nccc1C(=O)N1CCC(c2noc(-c3ccncc3)n2)C1 (stereo not given)
-1.2% | CC(C)C(C)NC(=O)CCC1CCCO1 (stereo not given)
-15.3%[86.2 µM] | O=C(C[C@@H]1CCNC[C@@H]1Cc1cc(COc2ccccc2)on1)N1CCOCC1
18.3% | COC(=O)c1cccc(S(=O)(=O)Oc2ccc3c(C)cc(=O)oc3c2C(C)=O)c1
19.4% | Cn1nccc1C(=O)N1CC(N(C2CCOCC2)S(C)(=O)=O)C1
-2.1% | CN(C)c1ccc(C(=O)NCCCSc2ccccc2)cc1
-7.5% | O=S(=O)(CC1NCc2cc(F)ccc21)NCc1ccccc1 (stereo not given)
-0.8% | O=C(Cn1cnc2c(nnn2Cc2ccc(F)cc2)c1=O)NCc1ccccc1
-3.4%[86.2 µM] | Cc1ccccc1NC(=O)c1cnc2c(c1)N(C(=O)Cc1cn(C)c3ccccc13)CCC2
? | CCN(CC)C(=O)[C@@H]1C[C@H](NC(=O)c2ccc[nH]2)CN1Cc1ccncc1
25.3% | N#CC(C(=O)/C=C/c1ccccc1)C(=O)NC1CCCCC1 (stereo not given)
14.7% | COc1ccc(N2CC(C(=O)N3CCN(Cc4ccccc4)CC3)NC2=O)cc1 (stereo not given)
-7.3% | COc1cc2c(c(OC)c1OC)-c1ccc(NCCO)c(=O)cc1[C@@H](NC(C)=O)CC2
12.5% | CCCC(CCC(=O)Nc1cccc([N+](=O)[O-])c1)C(=O)O (stereo not given)
-17.8% | O=C(Nc1cccc(O)c1)c1cc(-c2ccccc2F)no1
-15.6%&-26.3% | CCC(=O)N1c2nc(-c3ccco3)nn2C2(CCCCC2)[C@@H]2CCCC[C@@H]21
-9.0% | Cc1cccc(C(=O)NCC(=O)OCc2cc(=O)n3nc(C4CCCCC4)sc3n2)c1
28.2% | CC(C)c1noc(-c2cn(C3CCN(C(=O)c4cccc(Cl)c4)C3)nn2)n1 (stereo not given)
-10.1% | CC(=O)c1c(C)[nH]c(-c2csc(NCC(C)C)n2)c1C
-5.6% | O=C(CSc1ncnc2sc3c(c12)CCCC3)Nc1ccc(Cl)cn1
-21.6% | COc1ccc(C(=O)NCC(c2cccnc2)N2CCN(c3ccc(F)cc3)CC2)cc1 (stereo not given)
19.3% | CC(=O)c1sc(=S)n(Cc2ccccc2)c1C
8.7% | COc1ccc(NC(=O)N2CCC(Oc3ncccc3C(=O)N3CCOCC3)C2)cc1F (stereo not given)
-1.0% | O=C(Cc1cccc(F)c1)NC1CCC(c2ccccc2)CC1 (stereo not given)
-20.0% | CCN(CC)C(=O)Cn1c(=O)cc(C)c2c(C)nn(-c3cccc(Cl)c3C)c21
-6.1% | CC(C)NC(=O)N1CCC(Oc2ccccc2)C1 (stereo not given)
10.1% | CC1(C)CC(=O)C(C(C2=C(O)CC(C)(C)CC2=O)c2cc(Cl)cc(Cl)c2O)C(=O)C1 (stereo not given)
19.1% | Cc1ccc(C(=O)N2CCCC(N)CC2)cc1N1CCNC1=O (stereo not given)
? | OC1(CNCCc2nc(-c3cccnc3)n[nH]2)CNCCOC1 (stereo not given)
? | COc1ccc(-c2[nH]nc3nc(-c4cc(Br)ccc4OC)cc(C(=O)O)c23)cc1
? | O=C(O)c1cc(-c2cccnc2)nc2cc(N3CCOCC3)ccc12
i | COc1ccc(C2CC(=O)Nc3nc(N)sc32)cc1OC (stereo not given)
? | CN(CCc1ccccn1)[C@H]1[C@@H]2OC[C@@H](O2)[C@@H](NCc2ccc3c(c2)OCO3)[C@@H]1O
26.1%[115 µM] | COc1ccc(C(=O)N2CCC3(C2)C(=NC2CCCCC2)NC(=O)N3c2cccnc2)cc1 (stereo not given)
15.3% | CN1C(c2ccccc2)=NO[C@]1(C)c1ccccc1
-1.2% | O=C(c1cc2ccccc2[nH]1)N(Cc1cccs1)C1CC1
-10.1% | CCOC(=O)c1c(S(=O)(=O)N2CCC(C(=O)NCc3ccc(F)cc3)CC2)c(C)n(C)c1C
? | O=C(Nc1cc(C(F)(F)F)ccc1Cl)c1cc(-c2cccs2)nc2ccccc12
-26.7% | O=C(c1csc(N2CCN(c3ccccc3)CC2)n1)N1CCN(c2ccccn2)CC1
11.0% | CN(C)CCNC(=O)CCCNc1nc(Cl)nc2nc[nH]c12
-9.1% | Cc1ccc(C2CC(=O)C3=C(C2)OC(N)=C(C#N)C3c2ccccc2Cl)cc1 (stereo not given)
? | COc1cc2ccccc2cc1C(=O)Nc1ccc2oc(-c3cccc(C)c3)nc2c1
4.8% | O=C1CSC(c2ccc(F)c(F)c2)N1c1ccccc1F (stereo not given)
15.9% | CC(C)(C)n1nnnc1C1CC2(CCOCC2)C(=O)N1Cc1cc(F)ccc1F (stereo not given)
0.5%[149 µM] | O=C1Nc2ccccc2C12CN(S(=O)(=O)c1cccs1)C2

From PubChem
